M18AAP inhibitor – PfM18AAP inhibitors, malaria aminopeptidase, primary screen, biochemical, QFRET, recombinant enzyme. M18 aspartyl aminopeptidase (Plasmodium falciparum 3D7). H-Glu-NHMec fluorogenic cleavage. inhibition, % at 7.35 µM. actives 1.2% (n = 290,000). AID 1822, 2009;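 active = inhibition above the campaign mean inhibition over all tested compounds plus 3 SD, cut at about 28% in these data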;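 note: 0% = plate median of test compound wells and 100% = 2 mM ZnCl2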
IMP-1 inhibitor – IMP-1 metallo-beta-lactamase inhibitors, primary screen, biochemical, epi-absorbance readout, Pseudomonas aeruginosa enzyme | metallo-beta-lactamase IMP-1 (Pseudomonas aeruginosa) | purified IMP-1, nitrocefin hydrolysis, epi-absorbance fluorescence | inhibition, % at 5.6 µM | actives 0.45% (n = 290,000);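 active = inhibition above the mean plus 3 SD of all compounds in the same screening run, cut at about 4.5% in these data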;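 note: 0% = IMP-1 with DMSO and 100% = DMSO wells lacking enzyme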
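system = purified recombinant IMP-1 beta-lactamase | amount = 0.2 nM IMP-1, as dispensed | medium = HEPES buffer pH 7.1 with ZnSO4 and Brij 35 | times = 25 °C, 15 min preincubation, 25 min reaction | detection = plate fluorescence quenching by hydrolysis product, ex 480/em 530 nm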
NALP1 yeast inh – NALP1 inflammasome inhibitors in reconstituted yeast, colorimetric, S. cerevisiae, triplicate retest. S. cerevisiae NALP1/ASC/caspase-1 growth, X-gal OD620, 72 h. inhibition, % at 10 µM. actives 0.61% (n = 280,000); in the data active = inhibition mostly above about 24%, no sharp cut-off; inactive = mostly below about 32%; note: some compounds called inactive have numbers as strong as hits
GPR7 antag – GPR7 receptor antagonists, primary screen, cell-based, fluorescence, single concentration; Neuropeptides B/W receptor type 1 (Homo sapiens), P48145; GPR7-expressing cells, fluorescence antagonist assay; inhibition, % at 4.4 µM; actives 1.1% (n = 290,000); AID 1861, 2009; in the data active = inhibition above about 16%, passing the limit was not always enough;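 note: cells stimulated with the agonist NPW; 0% = agonist with vehicle and 100% = vehicle without agonist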
pCIP destab – p/CIP-EGFP fusion destabilizers, primary screen, fluorescence, F442A cells. AID 1984, 2009. 16 h. decrease of EGFP signal, % at 10 µM. actives 0.01% (n = 290,000);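 active = EGFP signal decrease of at least 30% at 10 µM or well 3 SD below plate mean, unless failing retest; inactive = the rest, including hits failing retest or dose response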; note: some compounds called inactive have numbers as strong as hits; many of its hits are not listed in these tables
Target sequence (Q05BA5 1-1403): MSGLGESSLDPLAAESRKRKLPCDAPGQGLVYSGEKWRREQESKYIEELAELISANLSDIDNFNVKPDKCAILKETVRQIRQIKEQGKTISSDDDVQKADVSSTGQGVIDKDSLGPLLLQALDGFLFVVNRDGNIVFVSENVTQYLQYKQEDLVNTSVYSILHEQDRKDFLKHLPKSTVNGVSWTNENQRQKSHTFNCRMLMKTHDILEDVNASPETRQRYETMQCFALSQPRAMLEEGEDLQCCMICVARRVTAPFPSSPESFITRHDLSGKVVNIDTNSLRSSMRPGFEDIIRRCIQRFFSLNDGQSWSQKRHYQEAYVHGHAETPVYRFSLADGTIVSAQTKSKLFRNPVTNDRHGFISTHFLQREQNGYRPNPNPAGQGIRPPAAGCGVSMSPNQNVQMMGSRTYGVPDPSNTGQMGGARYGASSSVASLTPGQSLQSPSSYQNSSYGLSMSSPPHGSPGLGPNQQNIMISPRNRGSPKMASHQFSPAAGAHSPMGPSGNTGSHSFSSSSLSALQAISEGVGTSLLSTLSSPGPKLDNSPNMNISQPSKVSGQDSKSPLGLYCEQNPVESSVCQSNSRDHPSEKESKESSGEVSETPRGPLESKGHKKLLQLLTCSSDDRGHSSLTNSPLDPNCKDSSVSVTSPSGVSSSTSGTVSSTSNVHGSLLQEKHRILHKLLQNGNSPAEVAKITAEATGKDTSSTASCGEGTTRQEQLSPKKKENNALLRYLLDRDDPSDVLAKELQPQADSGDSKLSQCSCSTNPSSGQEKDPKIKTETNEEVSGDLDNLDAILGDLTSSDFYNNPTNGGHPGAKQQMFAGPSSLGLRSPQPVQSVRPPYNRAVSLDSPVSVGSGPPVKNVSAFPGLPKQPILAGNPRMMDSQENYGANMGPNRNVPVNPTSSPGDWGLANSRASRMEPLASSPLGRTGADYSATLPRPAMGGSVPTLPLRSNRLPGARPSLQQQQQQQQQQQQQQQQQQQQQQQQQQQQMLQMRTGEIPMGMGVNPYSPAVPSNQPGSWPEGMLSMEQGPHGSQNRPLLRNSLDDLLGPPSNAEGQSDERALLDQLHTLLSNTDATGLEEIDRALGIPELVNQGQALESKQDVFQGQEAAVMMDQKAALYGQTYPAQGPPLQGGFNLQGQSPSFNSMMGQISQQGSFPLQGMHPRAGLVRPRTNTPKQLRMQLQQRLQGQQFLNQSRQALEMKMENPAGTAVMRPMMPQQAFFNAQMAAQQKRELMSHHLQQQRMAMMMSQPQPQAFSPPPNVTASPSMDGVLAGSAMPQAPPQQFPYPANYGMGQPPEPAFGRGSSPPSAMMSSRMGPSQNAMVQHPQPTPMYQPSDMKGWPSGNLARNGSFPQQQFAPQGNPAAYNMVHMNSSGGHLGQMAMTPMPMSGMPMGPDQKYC
IDE act – human IDE activators in live cells, primary screen, fluorescence polarization, HEK cells, FAbeta-B substrate; FAbeta-B cleavage; 0% vehicle, 100% cell-free pure enzyme wells; actives 0.073% (n = 340,000); activation, % at 5.96 µM; Insulin-degrading enzyme (Homo sapiens), P14735;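 active = activation above the mean of all tested compounds plus 3 SD, set per screening campaign, cut at about 17% in these data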
IDE inh – human IDE inhibitors in live cells, primary screen, fluorescence polarization, HEK cells, FAbetaB substrate. Insulin-degrading enzyme (Homo sapiens), P14735. FAbetaB cleavage. inhibition, % at 5.59 µM. actives 0.41% (n = 320,000). AID 434962, 2010;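 active = percent inhibition above the average of all tested compounds plus 3 SD, set per screening campaign, cut at about 16% in these data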;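 note: IDE supplied by intact live HEK cells; FP after avidin binding of uncleaved biotin substrate so inhibition keeps polarization high; 0% = DMSO wells and 100% = 60 µM reference IDE inhibitor Ii1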
VIM-2 inh – VIM-2 metallo-beta-lactamase inhibitors, primary screen, biochemical, epi-absorbance readout, Pseudomonas aeruginosa enzyme; actives 0.89% (n = 290,000); inhibition, % at 5.6 µM; AID 1527, 2009; purified VIM-2, nitrocefin hydrolysis, epi-absorbance fluorescence;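 active = inhibition above the mean of all tested compounds plus 3 SD, cutoff set per screening run, cut at about 7.5% in these data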;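 note: red hydrolysis product quenches plate fluorescence so inhibitors raise well fluorescence; 0% = enzyme with DMSO and 100% = DMSO without enzyme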
PHOSPHO1 block – PubChem AID 1565; Phosphoethanolamine/phosphocholine phosphatase (Homo sapiens), Q8TCT1; recombinant PHOSPHO1, absorbance phosphatase assay; inhibition, % at 13.3 µM; actives 1.1% (n = 290,000); in the data active = inhibition above about 60%
Active calls of the source: *; x = no result given.

SMILES	M18AAP inhibitor	IMP-1 inhibitor	NALP1 yeast inh	GPR7 antag	pCIP destab	IDE act	IDE inh	VIM-2 inh	PHOSPHO1 block
CC(C)OC(=O)Nc1ccc2c(c1)N(C(=O)CCN(C)C)c1ccccc1CC2	-3	-0.1	16	-10	-26	6	-4	-0.2	40
Cc1cc(-c2n[nH]c(=S)n2/N=C/c2cccs2)n[nH]1	12	-2.8	26	-1	0	1	-2	0.2	11
CC(C(=O)NC1=NCCS1)N1C(=O)C2CC=CCC2C1=O (configuration not stated)	-4	-2.9	0	-3	20	-2	-3	-0.9	-37
Cc1nccn1CC(O)COc1ccccc1 (configuration not stated)	-2	-3.3	7	3	-4	1	-1	-1.0	4
O=C(CSc1n[nH]c(=O)n1-c1ccccc1)N1CCOCC1	-7	-0.5	-4	-2	3	5	3	0.3	x
CCOP(=O)(c1ccc(N(C)C)cc1)C(O)c1cc(OC)c(OC)c(OC)c1 (configuration not stated)	-6	-7.5	15	-14	0	1	0	-1.2	-10
CCOc1cccc(C(=O)Nc2cccc(-c3nc4ncccc4o3)c2C)c1	0	-3.5	9	-9	0	1	1	-4.6	4
Cc1cccc(C(=O)Nc2sc3c(c2C(=O)O)CCC3)c1	-11	0.1	21	5	-6	0	-7	0.2	28
CN(C)c1ncc(/C=C2/C(=O)NC(=S)N(C3CCCCC3)C2=O)cn1	-2	-1.8	-1	-12	-6	x	x	-3.0	26
CCc1onc(C)c1C(=O)O	-1	-2.5	-3	-2	6	-2	-4	-3.2	32
CC(=O)c1cccc(NC2c3ccccc3C(=O)N2Cc2ccc3c(c2)OCO3)c1 (configuration not stated)	4	-2.4	20	-5	-3	-2	5	-1.5	-9
CC(C)N1C(=O)S/C(=C\c2ccc(-c3ccc(Cl)c(C(=O)O)c3)o2)C1=O	5	-3.0	2	-9	6	2	3	3.8	29
COCCCn1c(=NC(=O)c2ccncc2)c(C#N)cc2c(=O)n3cccc(C)c3nc21	7	-1.5	-8	-8	-5	1	2	0.2	4
O=c1ccc(-c2ccc([N+](=O)[O-])cc2)nn1-c1ccccc1	-13	0.3	-8	2	0	0	0	-0.5	-2
COC(=O)c1cc(NC(=O)/C=C/c2ccccc2)ccc1O	-1	-1.9	-16	-2	-10	x	-4	-4.0	28
CCn1c(SCC(=O)Nc2cc(C)on2)nnc1-c1ccc(S(=O)(=O)N2CCN(C)CC2)cc1	-2	-0.2	12	-5	-2	5	2	-2.5	-4
c1ccc(C2C/C(=N\N3CCOCC3)c3ccccc3O2)cc1 (configuration not stated)	-3	0.9	29	-1	-17	5	-2	2.3	-9
Cc1cc(NN)nc(Cc2ccccc2)n1	9	-5.8	-1	-6	-10	-3	7	-5.4	-7
COC(=O)c1ccc(C2c3c(oc4cc(C)c(C)cc4c3=O)C(=O)N2CCCN(C)C)cc1 (configuration not stated)	4	-2.7	8	-21	-17	x	1	-1.3	48
CCN1/C(=C2/SC(=S)NC2=O)Sc2ccccc21	23	0.5	-5	21	-12	1	5	2.0	-132
Cn1c(/C=N/Nc2nc3ccccc3[nH]2)nc2ccccc21	5	-4.5	-14	-9	-1	-3	5	-5.6	7
CCOc1ccc(N=C2C(=O)Nc3ccc(C)c(Br)c32)cc1	3	-1.8	12	2	-1	4	-3	1.5	9
Cc1cc2c3c(c1)C(C)CC(C)(C)N3C(=O)C2=C(C#N)C#N (configuration not stated)	1	-2.8	x	-1	-15	8	10	-1.8	36
Cc1ccc(-c2cn3cc(C)ccc3n2)cc1	-14	-2.1	11	-2	-1	1	8	0.2	-10
COc1ccc(OC)c(CN(CCN2CCOCC2)C(=O)Nc2ccccc2)c1	1	-3.6	29	-4	-12	4	-4	-5.2	0
CCn1cc(S(=O)(=O)Nc2cc(C(=O)OC)ccc2C)cn1	4	-2.9	-1	-17	4	0	3	-3.6	48
Cc1ccc(Oc2ccc(OCC(=O)NC(C)C(=O)O)cc2)cc1 (configuration not stated)	5	-2.9	6	-16	2	3	-1	-1.7	-6
CCOc1ccc(NC(=O)C2CCCN(C(=O)Nc3ccccc3)C2)cc1 (configuration not stated)	-5	-2.1	16	-13	-3	4	-2	-5.4	15
CC(C)n1c(Oc2ccc(F)cc2)nc2c1c(=O)n(C)c(=O)n2C	-5	-0.7	9	-3	-21	-2	-7	0.3	44
Cc1cc(C(F)(F)F)n2ncc(C(=O)O)c2n1	x	x	-4	x	7	-5	-1	x	7
COC(=O)c1sccc1NC(=O)CC1C(=O)NCCN1C(=O)c1ccc(N(C)C)cc1 (configuration not stated)	-2	-1.2	30	4	11	3	1	-1.2	4
CN1CCN(CCCNC(=O)c2ccc(CSCc3cccc(Cl)c3)o2)CC1	8	6.8*	-20	-10	-9	x	1	0.4	45
CCNC(=O)CON=C1c2ccccc2-c2ccccc21	2	-0.9	0	-9	-12	-5	2	0.4	-2
COc1cc(OC)cc(C(=O)Nc2cccc3nc(C)ccc23)c1	-2	-3.4	2	-2	3	1	x	-0.5	39
CCOC(=O)c1c(NC(=O)CSc2nc3ccccc3s2)sc(C(C)=O)c1C	-12	-1.3	5	-4	-15	-2	3	-0.9	31
CC(=O)N(Cc1c(C)nn(-c2ccccc2)c1Cl)c1ccc(Cl)cc1	1	-2.3	-11	14	4	5	1	0.0	28
O=S(=O)(NCc1ccccc1)c1ccc(-n2cccn2)cc1	-1	-6.7	-5	0	-5	4	-3	-2.6	6
CN(CCC(=O)Nc1ccc(Cl)cc1)Cc1ccccc1	3	-2.6	16	-10	9	2	0	-3.1	14
Cc1ccc(C(=O)NCC(=O)NCc2cc(=O)n(C)c(=O)n2C)cc1C	5	-1.5	18	-7	-4	3	-10	-2.0	6
COCCNc1c2c(nc3c(-c4ccccc4)c(C)nn13)CCCC2	3	1.0	-8	-13	0	-4	3	0.2	28
CCc1nc(NCCN2CCOCC2)c(C#N)c2c1CCCC2	5	-1.0	x	-10	3	6	-1	1.2	8
Fc1ccc(Nc2nc(N/N=C/c3ccco3)nc(N3CCCCC3)n2)cc1	4	-4.8	15	-13	4	-2	-4	-3.6	32
Brc1ccc2c(c1)OCCOCCOCCOCCOCCO2	-6	-1.5	27	-5	3	-3	5	0.1	13
CCOC(=O)C1CCN(c2c(-c3ccccc3)c3cc(Cl)ccc3[nH]c2=O)CC1	4	-4.7	18	1	-3	7	2	-5.2	-14
CC1=CN2C(=NC(=O)CC2(C)C(=O)N(CC(=O)NC2CCCC2)c2cc(C)cc(C)c2)C=C1 (configuration not stated)	-3	-2.5	5	-3	-16	-1	-5	-0.3	24
O=C(Cn1[nH]c(=O)c2ccccc2c1=O)NCc1cccnc1	-3	-4.6	-15	-5	-13	0	1	-2.2	-2
CC1=C(C(=O)OC2CCCCCCC2)C(c2cccc(O)c2)NC(=O)N1 (configuration not stated)	-5	0.0	7	-3	-7	-2	5	2.2	11
COC(=O)/C=C1\S/C(=N/N=C/c2ccco2)NC1=O	10	-2.9	9	-13	14	6	3	-4.3	18
CCOc1ccc(S(=O)(=O)n2cnc(C)c2)cc1	-3	-3.8	7	-10	-20	5	4	-0.7	36
CC(C)N=C(Nc1ccc(Cl)cc1)c1cccnc1	-4	-2.3	16	10	-18	2	1	-1.4	24
CN1C2CCC1CC(NC(=O)c1cc(Cl)cc3[nH]cnc13)C2 (configuration not stated)	-5	-0.2	3	-5	-16	3	-5	0.5	8
COC(=O)[C@H](CCSC)NC(=O)N1CCC(C)CC1	-5	-4.0	8	-7	3	9	-1	-1.5	-1
O=C1C=C(O)C(n2cncn2)C(c2ccc3c(c2)OCO3)C1 (configuration not stated)	19	-1.8	1	-9	-4	3	0	-6.5	23
Cc1cccc(NC(=O)c2cccnc2Oc2ccccc2)c1C(=O)O	4	-0.7	22	2	0	3	-1	-0.1	34
N#Cc1c(NC(=O)c2ccccc2)sc2c1CCCCC2	4	-2.8	9	-14	-8	2	0	-1.8	8
CCOc1ccc(NC(=O)CSc2nc3cccnc3n2CC)cc1	-7	-2.5	-2	-10	0	-1	x	-2.9	22
Cc1c(C(=O)N2CCCCC2)c(S(=O)(=O)N2CCN(c3ccccc3F)CC2)c(C)n1C	-2	-1.1	2	-10	-1	3	0	-0.8	32
COCCn1c(-c2ccc(OC)cc2)cnc1SCC(=O)Nc1ccc(OC)cc1OC	-2	0.0	25	3	-3	7	1	-1.8	-10
CCN(CC)S(=O)(=O)c1ccc(N=N/C(C(C)=O)=C(/C)O)cc1	-5	-4.7	-20	-4	-5	3	-8	0.0	10
CC/C(C)=N\N=C\c1c(O)n(CC)c2cc(C3=NNC(=O)CC3)ccc12	7	-4.1	1	-17	-2	3	0	-1.0	-20

At a glance, 2 of the compounds above.
SMILES	M18AAP inhibitor	IMP-1 inhibitor	NALP1 yeast inh	GPR7 antag	pCIP destab	IDE act	IDE inh	VIM-2 inh	PHOSPHO1 block
O=C(Cn1[nH]c(=O)c2ccccc2c1=O)NCc1cccnc1	-3	-4.6	-15	-5	-13	0	1	-2.2	-2
CC1=C(C(=O)OC2CCCCCCC2)C(c2cccc(O)c2)NC(=O)N1 (configuration not stated)	-5	0.0	7	-3	-7	-2	5	2.2	11

Additional results follow.
SMILES	M18AAP inhibitor	IMP-1 inhibitor	NALP1 yeast inh	GPR7 antag	pCIP destab	IDE act	IDE inh	VIM-2 inh	PHOSPHO1 block
CCC(=O)N1CCN(c2ccccc2NC(=S)NC(=O)c2ccco2)CC1	9	1.5	7	-5	4	2	-1	-0.9	29
COc1ccc(Cl)cc1-n1c(C)cc(C=O)c1C	1	-0.5	3	2	-10	3	-4	-1.4	11
Cn1nnnc1SCC(=O)NCC(=O)c1ccccc1	-9	-3.0	-12	-11	-5	5	-7	-3.5	18
O=C(CN(Cc1ccccc1Cl)C(=O)CNS(=O)(=O)c1ccc(F)cc1)NCC1CCCO1 (configuration not stated)	1	-2.1	-1	-7	6	3	0	-3.0	42
C=CCOc1cccc(C2c3c(oc4ccccc4c3=O)C(=O)N2c2ccccn2)c1 (configuration not stated)	-2	-2.6	-9	-4	3	0	2	-1.9	9
CCCC(O)(c1ccc(OC)cc1)C(CN(C)C)c1ccccc1 (configuration not stated)	-8	-1.9	11	0	1	1	4	-0.1	10
COC(=O)c1nn(-c2ccc(F)cc2)ccc1=O	-18	1.9	11	15	8	1	0	1.1	32
C=CCN1C(=O)C(CC(=O)NCC)SC1=Nc1ccccc1OC (configuration not stated)	-1	-2.0	x	-14	7	4	5	-2.2	x
O=C(/C=C/c1ccccc1Cl)N1CCCN(C(=O)/C=C/c2ccccc2Cl)CC1	-6	-3.2	11	1	-5	-9	10	0.1	-4
CN(CC(=O)OCC(N)=O)S(=O)(=O)c1ccc(Cl)cc1	2	0.9	-10	-9	2	5	0	0.4	-8
CCOC(=O)c1cn(CC)c2cc(F)c(F)cc2c1=O	-5	-2.4	-10	-12	8	-2	4	-2.1	20
COc1ccccc1N1CCN(S(=O)(=O)c2ccc(NC(C)=O)cc2)CC1	6	-3.1	0	5	-4	-5	8	-2.0	38

Source: PubChem BioAssay (several laboratories)
